Bioassay records (PubChem BioAssay)
ABCB6 inh MLPCN = inhibitors of human ABC transporter ABCB6 | Q9NP58 | K562-ABCB6 porphyrin accumulation, flow cytometry, 1 h; stronger effect = lower value | fluorescence ratio to DMSO, % at 10 µM | 360,000 compounds, 0.19% hits;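 active = fluorescence ratio to DMSO below 75%, the collection mean minus 3 SD; inconclusive = too few cells collected in the well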;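 note: signal is porphyrin accumulated inside mitochondria; 100% equals median channel fluorescence of DMSO control wells; lower ratio means ABCB6 inhibition with less porphyrin fluorescence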
CaV13 FRET inh = Disruptors of the CACNA1D IQ motif to Ca2+-dependent inactivation inhibitor domain association, primary screening, Förster resonance energy transfer in intact living …; HEK cells, CFP/YFP FRET ICDI-IQ, plate reader, 10 min; percent FRET-ratio fall versus neutral wells; inhibition, % at 12.3 µM; 340,000 compounds, 0.098% hits;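 active = mean replicate inhibition of at least 30% and at least 1% of replicates passing that level; inconclusive = only one of the two criteria is met; inactive = neither criterion is met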;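 note: 0% = median of the neutral control wells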
Granule exo inh = lytic granule exocytosis inhibition | inhibition, % at 10 µM | TALL-104 LAMP-1 surface exposure, flow cytometry; cells stimulated with thapsigargin and PMA | AID 651702 | 360,000 compounds, 0.66% hits;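 active = inhibition above about 55%, limit read from the data; inconclusive = no clear call, values can overlap the other calls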
MC4R antagonist = antagonists of human melanocortin 4 receptor (MC4R); MC4R-expressing cells, MTII-stimulated cAMP, LANCE TR-FRET; inhibition, % at 6.5 µM; 360,000 compounds, 0.48% hits;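 active = inhibition above its plate's cutoff, the mean of tested wells on that plate plus 3 SD, cut at about 29% in these data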;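 note: 0% = Melanotan II alone and 100% = Melanotan II plus saturating MCL0020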
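system = U2OS cells with stable human MC4R expression | also added = Melanotan II challenge after compound preincubation | dosing = one concentration, 6.5 µM nominal | incubation = compound 30 min, challenge 1 h, detection 1 h | measured by = TR-FRET with Eu-cAMP and labeled anti-cAMP, 671 nm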
HTR2A ag = agonists of mouse serotonin 5-HT2A receptor (HTR2A); CHO-K1 mHTR2A beta-arrestin complementation, luminescence; percent of 30 µM serotonin response; 360,000 compounds, 0.66% hits; P35363; activation, % at 7.6 µM;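 active = activation above a run cutoff, the mean activation of all tested compounds plus 3 SD, cut at about 14% in these data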;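 note: 0% = plate median of compound wells and 100% = 30 µM serotonin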
PDI turbidity = PDI (human) enzyme inhibition; AID 588391; P07237; 350,000 compounds, 0.052% hits; inhibition, % at 10 µM; PDI insulin aggregation turbidity, A650, 90 min;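 active = mean inhibition across replicates of 30% or more, whatever share of single replicates reach that level; inconclusive = mean inhibition below 30% while every single replicate reaches 30%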;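 note: absorbance from insulin aggregation driven by PDI reduction with DTT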
MC4R ag barr = activates human MC4R beta-arrestin recruitment | U2OS MC4R beta-arrestin complementation, luminescence; percent of melanotan II response, DMSO zero | P32245 | AID 540308 | activation, % at 8.9 µM | 360,000 compounds, 0.98% hits;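 active = activation above a per-plate cutoff, the mean activation of sample wells on that plate plus 3 SD, cut at about 8% in these data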
Cardio protect = protects H9c2 cardiomyocytes from peroxide injury; H2O2 injury protection, ATPLite, 2 h; protection from H2O2 cell death, % at 20 µM; 360,000 compounds, 0.63% hits; AID 588492;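 active = compounds giving at least 50% protection of heart cells from peroxide-induced death in the single-dose screen, raw or plate-pattern-corrected value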;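 note: 0% = DMSO wells with peroxide and 100% = DMSO wells without peroxide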
N-glyco inh = blocks N-linked glycosylation in D54 reporter cells; D54 ERlucT glycosylation luciferase reporter, 24 h; percent of 100 nM tunicamycin response; reporter increase, % at 12.5 µM; 360,000 compounds, 0.23% hits;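 active = mean luciferase reporter signal, scaled so untreated is 0 and the glycosylation-blocking control 100, at or above a set limit in every replicate; inconclusive = mean reaches the limit but not every replicate does; inactive = mean below the limit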;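 note: luciferase carries N-glycosylation sites so blocking glycosylation raises the light; 0% = median of neutral control wells and 100% = median of 100 nM tunicamycin wells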
ABHD5 PLIN5 PPI = blocks binding of human ABHD5 to perilipin-5; Q00G26+Q8WTS1; Split G. princeps luciferase complementation, luminescence, 4 h; inhibition, % at 4 µM; 360,000 compounds, 0.78% hits; AID 602281;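 active = inhibition above the mean inhibition across every tested compound plus 3 SD, cut at about 22% in these data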;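 note: 0% = DMSO only wells and the 100% control is not disclosed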
Target sequence (Q00G26 whole entry, looked up): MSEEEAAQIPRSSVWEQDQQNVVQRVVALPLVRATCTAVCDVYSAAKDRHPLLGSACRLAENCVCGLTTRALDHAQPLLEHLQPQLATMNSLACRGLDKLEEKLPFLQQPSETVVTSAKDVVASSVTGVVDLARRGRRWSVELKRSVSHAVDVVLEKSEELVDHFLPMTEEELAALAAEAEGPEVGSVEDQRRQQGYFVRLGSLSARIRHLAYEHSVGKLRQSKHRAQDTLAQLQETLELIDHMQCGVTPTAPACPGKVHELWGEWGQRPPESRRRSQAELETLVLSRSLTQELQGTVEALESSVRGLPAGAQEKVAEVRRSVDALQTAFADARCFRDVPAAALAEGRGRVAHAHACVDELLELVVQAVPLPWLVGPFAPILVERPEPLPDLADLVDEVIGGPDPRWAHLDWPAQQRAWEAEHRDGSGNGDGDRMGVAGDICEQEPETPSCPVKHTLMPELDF
Target sequence (Q8WTS1 whole entry, looked up): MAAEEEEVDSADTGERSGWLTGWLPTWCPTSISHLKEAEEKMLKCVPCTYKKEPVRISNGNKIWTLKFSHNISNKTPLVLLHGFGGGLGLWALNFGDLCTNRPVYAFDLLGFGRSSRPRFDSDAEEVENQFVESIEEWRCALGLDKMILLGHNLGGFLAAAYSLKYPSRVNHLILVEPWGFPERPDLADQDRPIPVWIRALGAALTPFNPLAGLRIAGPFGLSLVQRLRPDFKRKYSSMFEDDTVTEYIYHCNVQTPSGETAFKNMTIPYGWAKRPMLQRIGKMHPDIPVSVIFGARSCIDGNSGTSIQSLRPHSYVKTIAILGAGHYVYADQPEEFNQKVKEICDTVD
Active calls of the source: *; ? = inconclusive; nt = no result given.

SMILES	ABCB6 inh MLPCN	CaV13 FRET inh	Granule exo inh	MC4R antagonist	HTR2A ag	PDI turbidity	MC4R ag barr	Cardio protect	N-glyco inh	ABHD5 PLIN5 PPI
O=C(Cn1cnc(S(=O)(=O)N2CCOCC2)c1)Nc1ccc(OC(F)(F)F)cc1	99	-3	-18	2	-3	-2	-0.6	9	4	-7
CCN(CC)S(=O)(=O)c1ccc(N2CCCC2)c(NC(=O)CSCc2c(C)noc2C)c1	94	-7	0	-2	0	4	-0.4	2	1	-13
O=C(NCc1ccncc1)Nc1ccc(Cc2ccc(NC(=O)NCc3ccncc3)cc2)cc1	99	-6	7	1	-2	-2	-0.7	-4	0	6
CN(C)CCCN(C(=O)c1ccc(C(=O)c2ccccc2)cc1)c1nc2cc3c(cc2s1)OCCO3	100	-3	18	1	-8	-3	0.4	-8	-9	15
CC(=O)Nc1cccc(Oc2cc(C#N)c(C#N)cc2N2CCCCCC2)c1	90	nt	0	33*	2	-3	-0.1	-5	-3	5
Cc1cnc(C(=O)NCCc2ccc(Cl)cc2)cn1	95	nt	2	-2	0	-7	-2.1	-1	0	1
N#Cc1sc2nc(-c3ccccc3)cc(C(F)(F)F)c2c1N	100	-9	0	13	4	-1	-2.7	-7	1	-1
C=CCn1c(CCNC(=O)c2cccs2)n[nH]c1=S	96	-2	-1	10	4	-5	-0.9	2	1	-1
COc1ccc(-c2cc(C(F)(F)F)nc(NCc3cccs3)n2)cc1	99	-5	1	15	-6	5	5.1	-15	-2	-15
Cc1cc(NC(=O)CCCC(=O)OCC(F)(F)C(F)F)cc(C)c1C(=O)O	105	-3	0	20	1	3	0.1	0	2	1
COCc1nnc(NC(=O)CCSc2ccccc2)s1	101	-7	4	7	5	-7	-1.0	4	3	8
CCOc1ccc2nc(N=NC3=C(O)CC(C)(C)CC3=O)sc2c1	102	-7	2	6	5	-1	-4.5	51*	-9	-1
CCC(=NCCc1ccc(OC)c(OC)c1)c1ccccc1O	97	-20	?	-2	-1	-2	-0.9	0	0	2
COc1ccccc1CCC(=O)Nc1ccc2c(c1)c(=O)n(C)n2C	96	-5	2	7	4	-9	-0.7	-2	2	0
NC(=S)N/N=C1\CCOc2ccc(F)cc21	96	-5	25	10	6	16	-0.1	-2	2	1
CCOC(=O)c1cc(S(=O)(=O)N2CCN(C3CCCCC3)CC2)cn1C	98	-7	-7	12	-2	-6	-1.2	-4	-3	-2
COC(=O)c1c(NC(=O)CN2CCN(c3ccccc3OC)CC2)c2cc(C)ccc2n1C	100	-3	-3	3	-1	5	-1.0	-2	0	3
O=C(N/N=C/c1ccc(O)cc1O)C1CC1	100	-2	-3	-6	-5	2	-0.5	5	5	-3
Cc1ccc(NC(=O)CSc2nccn2Cc2ccco2)c(C)c1	96	nt	-1	5	-3	-5	-1.9	-9	-10	-5
Cc1ccc(NC(=O)[C@H](Cc2c[nH]c3ccccc23)NC(=O)[C@@H]2Cc3ccccc3CN2)c(C)c1	98	nt	-1	-3	-3	nt	-0.1	7	-15	0
CC(NC(=O)Cc1ccccc1)C(c1ccccc1)N1CCOCC1 (centres undefined)	100	-2	0	-6	-2	7	-1.2	17	-1	-2
CCCCCOc1ccc(C(=O)N(Cc2ccco2)C2CCS(=O)(=O)C2)cc1 (centres undefined)	97	-7	2	4	2	-1	3.0	-2	0	4
COc1cc(CNCc2ccccn2)ccc1OCc1ccccc1Cl	97	-15	0	-1	-5	-7	0.6	-3	-6	10
c1ccc(N2CCN(c3ncnc4sc5c(c34)CCC5)CC2)cc1	95	nt	-5	12	-2	-4	1.8	1	-9	-11
CCc1sc(/C=C(/C#N)C(N)=S)cc1[N+](=O)[O-]	100	-1	0	15	-2	-1	-3.1	6	7	2
C=CCn1c(O)c(C=Nc2ccc(Cc3ccncc3)cc2)c(=O)[nH]c1=S	99	-4	-5	14	1	-7	-1.7	5	2	3
COc1ccc(CCNC(=O)Cc2ccc(OC)c(OC)c2)cc1OC	101	nt	-3	10	1	nt	-1.2	1	1	6
Cc1[nH]c(C)c(S(=O)(=O)NCc2ccc(F)cc2)c1C(=O)N1CCCCC1	97	-5	-1	3	-4	5	-0.7	4	1	5
CC(C)Oc1ccc(C(=O)NCc2cccs2)cc1	94	-4	-4	1	1	-3	-2.5	-7	-1	-4
COc1ccc(-n2c(C)cc(C(=O)COC(=O)Cc3n[nH]c(=O)c4ccccc34)c2C)cc1	99	-5	6	2	-8	2	-2.7	35	-4	-8
CC1=NN(c2ccc(C)cc2)C(=O)/C1=C\c1ccc(Br)s1	100	-2	-1	-6	2	-1	-2.2	2	-1	-21
CN1CCCN(Cc2cccc3ccccc23)CC1	100	-19	-2	1	-7	3	0.0	-3	0	4
CCN(CC(=O)Nc1ccc(NC(C)=O)cc1)C(=O)/C=C/c1cn(-c2ccccc2)nc1-c1ccc(C)cc1	100	-10	-1	6	5	-3	-2.6	38	5	8
CCOc1ccc(N(CC(=O)NCc2ccccc2Cl)S(=O)(=O)c2c(C)noc2C)cc1	94	-4	-1	10	0	-4	5.2	-3	-3	15
CC(C)NC(=O)C(=O)Nc1ccc2c(c1)N(S(=O)(=O)c1cccs1)CCC2	103	-6	42	16	-6	-18	-2.3	-5	-4	-8
COc1ccc(C2=Nn3c(nnc3-c3ccncc3)SC2)cc1OC	101	-3	1	-23	8	-2	0.9	35	-4	6

Three records picked at random from the list so far:
SMILES	ABCB6 inh MLPCN	CaV13 FRET inh	Granule exo inh	MC4R antagonist	HTR2A ag	PDI turbidity	MC4R ag barr	Cardio protect	N-glyco inh	ABHD5 PLIN5 PPI
CC(C)NC(=O)C(=O)Nc1ccc2c(c1)N(S(=O)(=O)c1cccs1)CCC2	103	-6	42	16	-6	-18	-2.3	-5	-4	-8
CC(C)Oc1ccc(C(=O)NCc2cccs2)cc1	94	-4	-4	1	1	-3	-2.5	-7	-1	-4
CCN(CC(=O)Nc1ccc(NC(C)=O)cc1)C(=O)/C=C/c1cn(-c2ccccc2)nc1-c1ccc(C)cc1	100	-10	-1	6	5	-3	-2.6	38	5	8

More structures:
SMILES	ABCB6 inh MLPCN	CaV13 FRET inh	Granule exo inh	MC4R antagonist	HTR2A ag	PDI turbidity	MC4R ag barr	Cardio protect	N-glyco inh	ABHD5 PLIN5 PPI
CCC(C)Nc1c2c(nc3c(-c4ccccc4)c(C)nn13)CCC2 (centres undefined)	101	-8	2	-1	-2	3	0.3	-15	0	-16
Cc1c(N)cc(N)cc1C(=O)O	118	-5	-1	2	4	3	-2.3	2	0	-16
Cc1nc(NCC2CCCO2)c2oc3ccccc3c2n1 (centres undefined)	101	-8	2	16	0	-3	-1.6	-5	1	1
CN(CC(=O)Nc1ccc(F)cc1)C(=O)CSc1nnc(Cc2ccccc2)o1	100	-6	8	7	-4	0	-1.2	4	0	0
Cc1onc(-c2c(F)cccc2Cl)c1C(=O)NCCc1ccncc1	110	nt	-1	-1	5	-5	-2.8	-3	1	7
COc1ccc(NC(=O)C2(C)CCCN(C(C)C)C2)cc1OC (centres undefined)	107	-6	5	2	10	6	2.2	-1	1	7
CCCCC12CN3CCN(CC(C3)/C1=N\NC(=O)Nc1ccccc1)C2	100	-7	-2	8	2	-22	2.2	4	0	1
Cc1c(NC(=O)c2ccccc2N(C)S(=O)(=O)c2ccccc2)c(=O)n(-c2ccccc2)n1C	91	-4	-4	6	0	-3	-2.5	-3	1	-5
Cc1cc(NCCCO)n2c(nc3ccccc32)c1C#N	93	-19	-3	1	0	8	-0.6	5	2	0
COc1ccc(-c2cnn(-c3ccccc3)c2N)cc1OC	92	-4	3	1	0	-2	-1.4	5	4	1
Cn1c(SCC(=O)NCCc2ccccc2)nnc1-c1ccco1	95	-4	-2	5	-2	-1	-3.3	8	3	5
O=C(NCCC1=CCCCC1)c1[nH]c(C(F)(F)F)nc1-c1ccccc1	96	-8	-4	nt	2	nt	nt	-9	-3	0
Cc1cc(OCC(=O)Nc2cc(C(C)(C)C)on2)ccc1[N+](=O)[O-]	94	-5	-1	11	0	-1	2.4	-7	3	1
Cc1nnc(NC(=O)Cc2ccc(OCc3c(C)noc3C)cc2)s1	97	-4	-4	12	-2	-10	-0.8	-4	10	-8
CCN1C(c2ccccc2)C(C)C(=O)C(C)C1c1ccccc1 (centres undefined)	99	nt	58*	23	0	5	0.9	-12	0	-6
N#CC[C@H](c1ccccc1)N1CCN(Cc2ccccc2)CCC1=O	98	-4	-2	1	-2	-2	-0.1	16	1	0
O=C(NCC(=O)N(CCN1CCOCC1)C(C(=O)NC1CCCC1)c1cccnc1)c1cccs1 (centres undefined)	95	-19	-7	7	2	-4	-1.2	5	1	2
CCN1C(=O)CC(C(=O)Nc2ccc(F)cc2)SC1=Nc1cccc(OC)c1 (centres undefined)	98	nt	1	10	-5	3	4.0	14	-3	-4
CC1CCc2nn(CC(=O)N3CCc4ccccc43)cc2C1 (centres undefined)	99	-2	-2	-2	1	nt	-0.9	4	-3	4
O=C(CN1C(=O)c2ccccc2S1(=O)=O)N1CCN(c2ccccc2)CC1	96	-7	1	8	3	-2	-1.0	3	-1	1
COc1ccc(/C=C(\NC(=O)c2ccccc2)C(=O)OCC2CCCN3CCCCC23)cc1OC (centres undefined)	97	-5	-1	12	-2	-2	-1.1	10	0	4
O=C(NC1CCCCC1)c1noc2c1CCCCC2	107	-5	2	15	-1	8	0.3	-6	-13	-7
COc1ccc(C(NC(=O)c2ccc(=O)[nH]c2)C(=O)Nc2ccc(C(C)C)cc2)cc1 (centres undefined)	98	-5	0	5	-3	-3	-3.3	-4	4	-1
COC(=O)c1sc(NC(=S)NNC(=O)c2c(Br)c(C)nn2C)c(C(=O)OC)c1C	104	nt	28	2	-7	5	-1.1	-10	3	8
CCC(=O)Nc1cccc(NC(=S)NC(=O)c2cccc(C)c2)c1	102	-15	15	-1	-1	-4	0.2	-10	-2	2
O=C1NC(=O)c2cc(NC(=O)C3CCCO3)ccc21 (centres undefined)	99	-4	-1	6	0	3	-0.1	2	-1	-4
Cc1cc(SCC(=O)N/N=C/c2ccco2)nc2ccccc12	101	-5	-2	29*	-1	1	0.6	4	0	-5
C=CCn1c(Sc2ccccc2)nc2c1c(=O)[nH]c(=O)n2C	202	nt	10	1	-1	-2	-1.5	-7	0	6
CCc1ccc(/C=N/N2CCN(c3ccccn3)CC2)cc1	96	-3	11	1	-3	-4	0.2	-2	0	-13
CCCC1(C(=O)OC)NC(c2cc(OC)c(OC)c(OC)c2)C2C(=O)N(CC)C(=O)C21 (centres undefined)	96	-4	0	1	-1	3	-3.0	1	0	2
CC(=O)c1ccc2c(c1)OCCOCCOc1ccccc1OCCOCCO2	97	-13	7	11	-5	2	1.6	-4	2	4
CC(=O)N1CCc2ccccc2C1CC(=O)O (centres undefined)	99	-2	-2	9	2	2	-3.7	2	1	-5
Cc1ccc(S(=O)(=O)N(C)c2ccc(OCC(=O)OCc3cccc(Br)c3)cc2)cc1	95	-5	1	20	-1	-8	-2.1	17	3	-1
